FBPA Giardia inh: inhibitors of Giardia lamblia fructose-1,6-bisphosphate aldolase; A8B2U2; purified Giardia FBPA; Potency, µM (top dose mostly 59.6 µM), for the others: at the highest dose activity, negative = inhibition, most hits filed as inhibitors; hit rate 0.71% among 290,000; note: potency is the fitted concentration of half-maximal effect; nearly all actives have a fitted effect of over 55% in size
Target sequence (A8B2U2 whole entry, looked up): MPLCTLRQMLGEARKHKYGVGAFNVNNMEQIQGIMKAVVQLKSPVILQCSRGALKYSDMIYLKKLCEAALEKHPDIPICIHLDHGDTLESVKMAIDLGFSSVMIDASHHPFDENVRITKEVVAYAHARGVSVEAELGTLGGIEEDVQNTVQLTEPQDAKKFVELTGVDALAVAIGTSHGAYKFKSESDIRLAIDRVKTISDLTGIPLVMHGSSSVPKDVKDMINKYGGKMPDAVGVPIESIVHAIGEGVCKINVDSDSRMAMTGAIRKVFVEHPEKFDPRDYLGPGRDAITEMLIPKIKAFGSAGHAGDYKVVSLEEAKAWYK
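Giardia FBPA (40 nM reagent) was preincubated 10 min at RT with compound (up to 57.5 uM final), then substrate plus GAPDH/TPI/NAD/arsenate coupling system with diaphorase/resazurin was added; resorufin fluorescence (525/598 nm) was read after 20 min.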
AMA1-RON2 inh: AMA1-RON2 (P. falciparum) interaction inhibition | AlphaScreen AMA1-biotinylated RON2 peptide binding | hit rate 0.2% among 360,000 | Potency, µM (titrated, usually from 58.2 µM), without a hit: at the top dose activity change, negative = inhibition, actives largely listed as inhibitors | AID 720542;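 note: potency is the fitted concentration of half-maximal effect; 0% = vehicle wells and -100% = peptide control; nearly all actives have a fitted effect of over 45% in size; some results filed as inactive show a strong effect at the top dose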
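AMA1 (3D7) with his tag at 25 nM final met compounds first, then biotinylated RON2 peptide at 25 nM; detection used donor plus acceptor beads, 10 µg/mL apiece, read by AlphaScreen after 30 min at room temperature.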
AmpC inh detg: inhibitors of E. coli AmpC beta-lactamase with detergent | AmpC hydrolysis of nitrocefin, absorbance 480 nm, 0.01% Triton | hit rate 0.041% among 370,000 | P00811 | AID 485294 | Potency, µM (series often up to 114 µM), without a hit: top-dose activity change, negative = inhibition, hits mostly inhibitors;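 note: potency is the fitted concentration of half-maximal effect; 0% = no-compound wells and -100% = no-enzyme wells; nearly all actives have a fitted effect of over 25% in size; some results filed as inactive show a strong effect at the top dose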
Target sequence (P00811 whole entry, looked up): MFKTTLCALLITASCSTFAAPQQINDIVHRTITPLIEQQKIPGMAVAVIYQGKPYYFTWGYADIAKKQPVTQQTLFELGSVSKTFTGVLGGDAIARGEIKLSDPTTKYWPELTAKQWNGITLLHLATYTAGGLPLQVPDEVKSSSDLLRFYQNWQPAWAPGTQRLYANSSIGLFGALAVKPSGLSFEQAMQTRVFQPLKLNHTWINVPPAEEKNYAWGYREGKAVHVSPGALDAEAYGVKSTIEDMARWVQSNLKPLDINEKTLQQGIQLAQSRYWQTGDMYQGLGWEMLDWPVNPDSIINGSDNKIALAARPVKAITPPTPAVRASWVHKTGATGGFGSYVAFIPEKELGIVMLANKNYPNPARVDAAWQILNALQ
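20 mM phosphate pH 7.0 + 0.01% (detergent screen) or 0.0001% Triton X-100; 5.3 nM AmpC reagent; cpd preinc 15 min RT; nitrocefin (800 uM stock) to start; A480 q20 s × 4 min; Activity was normalised to no-enzyme and no-compound control wells.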
HCV inhibitor: blocks hepatitis C virus | Huh7.5.1 HCVcc-Cre infection, luciferase reporter, 44 h | AID 651820 | Potency, µM (doses to about 41.8 µM), for inactives: at the top dose activity change, negative = inhibition, hits mostly inhibitors | hit rate 3.4% among 340,000; note: potency is the fitted concentration of half-maximal effect
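A cell-based infection assay in which seeded cells (1,000 per well) receive test compound after 4 h, are inoculated with HCVcc-Cre at approximately 0.5 moi, and are incubated 44 h before luminescence detection.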
HCMV antiviral: blocks human cytomegalovirus replication | HFF cells, HCMV-luciferase reporter, 72 h; hits give low values | activity change, negative = inhibition, % at 57.5 µM | hit rate 4.5% among 410,000; in the data active = activity change below about -60%; inconclusive = no clear call, values can overlap the other calls; inactive = above about -39%
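Inhibition of viral replication was scored as loss of reporter luminescence in HFFs infected with HCMV-luciferase (MOI 1 PFU/cell) for 72 h; compounds tested at 2 doses, normalized to buffer and Salinomycin controls.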
Sm TGR block: blocks Schistosoma mansoni thioredoxin glutathione reductase. AID 485364. Q962Y6. hit rate 3% among 360,000. Potency, µM (titrated, usually from 114 µM), without a hit: at the top dose activity change, negative = inhibition, usual class: inhibitors. purified TGR, DTNB reduction, TNB absorbance 405 nm; note: potency is the fitted concentration of half-maximal effect; nearly all actives have a fitted effect of over 60% in size
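TGR 20 nM + NADPH 100 uM (dispensed conc.), cpd preinc 15 min RT; start with NADPH (500 uM addition) then DTNB (15 mM addition). Kinetic TNB absorbance, 405 nm filter. Four-parameter Hill fit across titration.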
The depositor's hits bear a star; ? = inconclusive; . = not tested or not shown; & = joins results of further samples; [ ] = another dose, or the depositor's remark. Unless noted, calls come from the whole dose curve; as a rule, active = well fitted curve in the direction sought with a large enough effect; inconclusive = small, poorly fitted or top-dose-only effect, or another doubt; inactive = no such curve, though single readings can be large; an effect the other way counts as inactive or inconclusive. Unless noted, % is set by controls: 0 for no effect and ±100 for the full control effect.

smiles | HCMV antiviral | AMA1-RON2 inh | HCV inhibitor | FBPA Giardia inh | Sm TGR block | AmpC inh detg
COc1cc(C2C(C#N)=C(N)OC3=C2C(=O)CC(C)(C)C3)ccc1OC(=O)N1CCOCC1 (stereo unspecified) | 45 | 1% | 2%&1% | -7% | -26% | ?
CCC(=O)NC(c1ccc(N(C)C)cc1)c1c(O)ccc2ccccc12 (stereo unspecified) | -13 | ? | 7% | -6% | . | 7%
FC(F)(F)Oc1ccc(Nc2nc(N3CCOCC3)nc(N3CCOCC3)n2)cc1 | -34 | -6% | -25% | . | 4% | -11%
CCOC(=O)N1CCN(CC(=O)Nc2ccc([N+](=O)[O-])cc2C(=O)Nc2ccccc2F)CC1 | 134 | 15% | ? | -4% | 2% | -12%
COc1ccc(S(=O)(=O)N2CCOCC2)cc1NC(=O)COc1ccccc1OC | -31 | -14% | ? | 7% | -15% | 0%
CC1(C)CC(=O)C2=C(C1)NC(=O)CC2c1ccc(F)cc1 (stereo unspecified) | 26 | 10% | -3% | 8% | 10% | -2%
Cc1ccc(CN2CCCOCCS2(=O)=O)cc1 | -8 | 4% | 9% | 0% | -29% | ?
c1ccc(OCc2nn3c(-c4ccncc4)nnc3s2)cc1 | 41 | 0% | 11% | 11% | 5% | -1%
O=C(Nc1nc2nc(-c3ccccc3)cc(=O)n2[nH]1)c1ccc(Cl)cc1 | 1 | . | . | . | -1% | -2%
CC(C)C(=O)Nc1ccccc1OCc1cc(=O)n2ccccc2n1 | 87 | . | . | . | 0% | -5%
CC(C)CC(=O)Nc1nnc(SCC(=O)NCc2ccc3c(c2)OCO3)s1 | 0 | 21% | -1% | 10% | 9% | ?
CCn1cc(/C=N/N=C2\CCC3C4CCc5cc(O)ccc5C4CC[C@]23C)c(C)n1 (stereo partly specified) | 30 | -4% | -14% | -4% | -2% | ?
Cc1ccccc1Nc1sc(C(=O)c2ccc(F)cc2)c(N)c1C(=O)NCCc1ccccc1 | -9 | . | . | . | -10% | -2%
Cc1ccc(NC(=S)N(Cc2cccs2)Cc2cc3cc(C)ccc3[nH]c2=O)cc1 | -25 | 12% | 11% | 1% | -5% | -10%
COc1ccc(NC(=O)c2cc(-c3ccccn3)nc3c(C)cc(C)cc23)c(C)c1 | -23 | -8% | ? | -10% | -1% | 10%
CCOc1cc(C(=O)OCc2cccc(OC)c2OC)ccc1OCC(=O)N1CCOCC1 | -26 | 15% | -9% | . | 0% | ?
CCC1C(=O)NCCN1C(=O)c1ccc2nc(Cc3cccc(Cl)c3)oc2c1 (stereo unspecified) | -22 | 19% | 0% | 1% | 0% | ?
c1ccc2c(c1)nc1n2C2(N3CCOCC3)CCCC2C1N1CCOCC1 (stereo unspecified) | 9 | -3% | 4% | -6% | 32µM* | 2%
O=C(CNC(=O)c1cccs1)NCC(=O)OCc1c(F)cccc1Cl | -38 | 15% | 5% | 2% | 1% | 1%
COCCn1c(C)cc(O)c(C(c2ccccc2F)N2CCN(c3ccccc3)CC2)c1=O (stereo unspecified) | -11 | . | . | . | 4.5µM* | 15%
S=C1NC[C@H](CC2CCCCC2)N1CCc1cccc2ccccc12 | 2 | 4% | -21% | 1% | 13% | 6%
O=C(N/N=C1/CCc2ccccc21)C1CC1 | 113 | 5% | 7% | -4% | -2% | -1%
O=C1C2C3C=CC(C3)C2C(=O)N1c1ncc([N+](=O)[O-])s1 (stereo unspecified) | 21 | 0% | 0% | . | . | .
CCCN1CCO[C@@H]2c3cc(O)ccc3OC[C@H]21 | 7 | 0% | ? | -3%&-1% | 5% | -10%
CC(=O)N1CCN(S(=O)(=O)c2cccc(C(=O)Nc3ccc(OC(F)F)cc3)c2)CC1 | -5 | 33%[activator] | ? | -3% | -10% | -8%
CC(=O)c1ccc(NC2OC(CO)C(O)C(O)C2O)cc1 (stereo unspecified) | 16 | -9% | 16% | -5% | 4% | -11%
CC[n+]1c(/C=C(\C)Nc2ccccc2)sc2ccccc21 | 16 | -18% | 9% | -9% | -12% | ?
CC(C)NC(=O)c1cc(-n2cnnc2)ccc1Cl | 18 | -6% | 16% | 2% | -12% | 5%
COC(=O)c1ccc(NC(=O)CCCN2C(=O)NC(C)(C)C2=O)cc1 | -8 | -6% | 20% | . | 2% | -10%
COc1ccc(CN2CC(C(=O)NCCN3CCOCC3)CC2=O)cc1 (stereo unspecified) | 4 | -6% | 17% | 1% | -10% | -4%

Next compounds follow.
smiles | HCMV antiviral | AMA1-RON2 inh | HCV inhibitor | FBPA Giardia inh | Sm TGR block | AmpC inh detg
CC(=O)Nc1ccc(/C(C)=N/Nc2nc(Nc3cccc4ccccc34)nc(N3CCOCC3)n2)cc1 | -62* | 10% | ? | -1% | 3% | 3%
COc1ccccc1CNC(=O)Cc1csc2nc(-c3ccc(F)cc3)cn12 | -21 | . | . | . | 2% | 20%
O=c1cc(-c2ccccc2Cl)oc2c(NS(=O)(=O)c3cccc4nsnc34)ccc(O)c12 | 3 | 45%[activator] | 30%[activator] | 5% | -1% | 2%
CCn1c(C)cc(/C=C2/NC(=O)N(c3ccccc3)C2=O)c1C | -13 | -4% | -17% | -3% | . | 3%
N#Cc1ccccc1NC(=O)Cn1cnc2onc(-c3cccc(F)c3)c2c1=O | 10 | . | . | . | -1% | 18%
CN(C)S(=O)(=O)c1ccc(S(=O)(=O)N2CCCC(C(=O)NC3CC3)C2)cc1 (stereo unspecified) | 19 | 3% | ? | 8% | -2% | -7%
COc1ccccc1N1CCN(C(=O)CSc2nc(-c3ccco3)cc(C(F)(F)F)n2)CC1 | 4 | 0% | ? | -11% | 35µM* | -3%
CSc1cccc(NC(=O)C2CCN(S(=O)(=O)c3ccc4[nH]c5c(c4c3)CCCCC5)CC2)c1 | 0 | . | . | . | 12% | 1%
NS(=O)(=O)c1ccc(NC(=O)CCC(=O)c2ccc(Cl)s2)cc1 | -95* | 9% | 8% | 6% | -5% | -9%
CCCC(c1nnnn1C(C)(C)C)N1CCN(C(=O)c2ccco2)CC1 (stereo unspecified) | -31 | -10% | 4% | -10% | . | -9%
CCc1ccccc1NC(=O)CSc1nncn2c1cc1oc(C)cc12 | -25 | . | . | . | -18% | -4%
S=c1[nH]nc(SCc2ccccc2)c2[nH]cnc12 | -22 | 100%[activator] | -4% | . | . | .
O=C(O)CN1C(=O)c2ccc(Oc3ccc([N+](=O)[O-])cc3)cc2C1=O | 8 | 3% | 13% | -3% | 0% | -9%
Cc1ccc(C)n1-n1cnc2sc3c(c2c1=O)CCCCC3 | 4 | -3% | -1% | 9% | -1% | -7%
COc1ccc(OCCN(C)CC(=O)Nc2ccccc2SC)cc1 | 72 | 21% | -15% | -7% | -1% | -15%
CCCn1c2ccccc2c2cc(C(=O)O)ccc21 | -38 | -2% | 9% | 8% | 0% | -11%
C#Cc1ccc([C@@H]2C=C(C(=O)O)O[C@H](OCC)[C@H]2CCCO)cc1 | 0 | 1% | 43%[activator] | . | . | .
N#CCSc1nnc(-c2ccccc2O)n1Cc1ccccc1 | 13 | 3% | 16% | 2% | -16% | -7%
CC(=O)NC1=NN(C(C)=O)C2(CCCC2)S1 | -18 | 8% | 11% | 8% | 2% | -6%
CCOC(=O)/C=c1\s/c(=C\c2c(OCC)ccc3ccccc23)c(=O)n1CC(=O)NCC1CCCO1 (stereo unspecified) | 26 | -14% | 3.5µM* | 4% | 8% | 0%
CC(C)[C@H](NC(=O)OC(C)(C)C)C(=O)N/N=C/c1ccc2nccnc2c1 | 28 | -18% | 17% | 6% | -7% | ?
COc1ccc(S(=O)(=O)NCC2CCCN(Cc3ccc(OC)cc3F)C2)cc1 (stereo unspecified) | 0 | 1% | ? | . | -16% | -14%
CCc1ccc(CN(Cc2ccco2)c2cnc(S(C)(=O)=O)nc2C(=O)Nc2cccc(C)c2)cc1 | -3 | . | . | . | -2% | 16%
CCOC(=O)C1(CCc2ccccc2)CCN(Cc2ccn[nH]2)CC1 | 20 | 7% | -18% | 0% | 10% | -5%
CCNC(=O)/C(C#N)=C/c1c(N2CC(C)OC(C)C2)nc2ccccn2c1=O (stereo unspecified) | 9 | 0% | 34%[activator] | 4% | 9% | ?
Cc1cc(C)cc(OCC(O)CN2CCN(C(=O)c3ccco3)CC2)c1 (stereo unspecified) | -37 | 0% | 6% | 8% | 7% | 1%
CC(=O)NC(C)(CC(=O)c1ccccc1)c1ccccc1 (stereo unspecified) | 8 | 9% | 12% | . | . | .
O=C(C1CCOCC1)N1CCC(CO)(CCc2ccccc2)CC1 | -28 | -5% | 5% | 2% | 15% | 5%
CC(C)[C@H](NC(=O)c1cccc(S(=O)(=O)N2CCOCC2)c1)C(=O)Nc1nc2ccccc2s1 | 15 | -3% | ? | -2% | -10% | -12%
C=CCOc1cccc(C2C(C(=O)c3ccco3)=C(O)C(=O)N2CCN(CC)CC)c1 (stereo unspecified) | 29 | -11% | 17% | -20% | ? | -15%

Arranged by SMILES length (rising): 3 of the compounds above
smiles | HCMV antiviral | AMA1-RON2 inh | HCV inhibitor | FBPA Giardia inh | Sm TGR block | AmpC inh detg
CCn1c(C)cc(/C=C2/NC(=O)N(c3ccccc3)C2=O)c1C | -13 | -4% | -17% | -3% | . | 3%
NS(=O)(=O)c1ccc(NC(=O)CCC(=O)c2ccc(Cl)s2)cc1 | -95* | 9% | 8% | 6% | -5% | -9%
O=c1cc(-c2ccccc2Cl)oc2c(NS(=O)(=O)c3cccc4nsnc34)ccc(O)c12 | 3 | 45%[activator] | 30%[activator] | 5% | -1% | 2%

(more compounds)
smiles | HCMV antiviral | AMA1-RON2 inh | HCV inhibitor | FBPA Giardia inh | Sm TGR block | AmpC inh detg
CCN(CCCNC(=O)c1nn(C)c2c1CS(=O)(=O)c1ccccc1-2)Cc1ccccc1 | -19 | 16% | 4% | 6% | -5% | -10%
CC(=O)c1c(C)n(CC(=O)NCc2ccc3c(c2)OCO3)c2ccccc12 | ? | -3% | 10µM* | 0% | 0% | -14%
CCn1c(CNC(=O)c2cc(OC)c(OC)c(OC)c2)cc2ccccc21 | -61* | -6% | ? | 8% | -14% | -12%
O=C(N/N=C/c1cc(Br)cc([N+](=O)[O-])c1O)c1ccc(NC(=O)c2ccc(F)cc2)cc1 | -6 | -26% | ? | ? | -24% | -5%
Cc1ccc(Nc2c(-c3ccc(N4CCOCC4)cc3)nc3ccc(C)cn23)cc1 | 2 | . | . | . | -12% | 1%
CSc1ccc(-c2nc(CSCC(=O)NCCCN3CCCC3=O)c(C)o2)cc1 | -11 | 0% | -8% | 2% | ? | -9%
O=C(O)CCCC1(C(=O)O)CCCC1 | 26 | -6% | 7% | . | . | .

Some values from above.
Value of CCN(CCCNC(=O)c1nn(C)c2c1CS(=O)(=O)c1ccccc1-2)Cc1ccccc1 in HCMV antiviral: -19
Value of Cc1ccc(Nc2c(-c3ccc(N4CCOCC4)cc3)nc3ccc(C)cn23)cc1 in HCMV antiviral: 2
Value of O=C(N/N=C/c1cc(Br)cc([N+](=O)[O-])c1O)c1ccc(NC(=O)c2ccc(F)cc2)cc1 in Sm TGR block: -24%
Value of O=C(O)CCCC1(C(=O)O)CCCC1 in HCMV antiviral: 26
Value of CCn1c(CNC(=O)c2cc(OC)c(OC)c(OC)c2)cc2ccccc21 in Sm TGR block: -14%

Screening data as filed in PubChem BioAssay.
